Source: PubChem BioAssay
GSTO1 counter: counter-screen for RBBP9 inhibitors: inhibitors of human GSTO1 | inhibition, % at 5.96 µM | recombinant GSTO1, activity-based probe fluorescence polarization | P78417 | hit rate 1.1% among 300,000;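 active = inhibition above the campaign mean inhibition plus 3 SD, cut at about 35% in these data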;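 also: 0% = GSTO1-1 with DMSO and 100% = wells lacking GSTO1-1 enzyme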
PAD4 FP inh: inhibitors of human PAD4; Q9UM07; recombinant PAD4, RCA probe fluorescence polarization; inhibition, % at 6.36 µM; hit rate 0.41% among 330,000; AID 485272;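 active = percent inhibition above a cutoff equal to the mean of all tested compounds plus 3 SD, cut at about 15% in these data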;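 also: 0% = PAD4 with RCA probe and DMSO and 100% = probe without PAD4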
pPAFAH inh: inhibitors of human plasma PAF acetylhydrolase (pPAFAH) | Q13093 | recombinant pPAFAH, FP-rhodamine probe fluorescence polarization | inhibition, % at 3.39 µM | hit rate 1.5% among 330,000 | AID 463082;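 active = inhibition above the mean inhibition across the screen plus 3 SD, cut at about 25% in these data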;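 also: inhibitors block binding of the rhodamine activity-based probe so polarization drops; 0% = enzyme with DMSO and 100% = wells lacking pPAFAH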
PME-1 primary: blocks human protein phosphatase methylesterase 1. Q9Y570. recombinant PME-1, FP-Rh probe fluorescence polarization. inhibition, % at 5.9 µM. hit rate 0.53% among 320,000;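 active = inhibition above the campaign mean of all compounds plus 3 SD, cut at about 26% in these data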;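 also: competitive labeling of PME-1 active site by serine hydrolase directed probe; 0% = PME-1 with DMSO and 100% = wells lacking PME-1 enzyme; inhibitors block probe labeling so polarization falls and inhibition rises; many of its hits are not listed in these tables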
Target sequence (Q9Y570 whole entry, looked up): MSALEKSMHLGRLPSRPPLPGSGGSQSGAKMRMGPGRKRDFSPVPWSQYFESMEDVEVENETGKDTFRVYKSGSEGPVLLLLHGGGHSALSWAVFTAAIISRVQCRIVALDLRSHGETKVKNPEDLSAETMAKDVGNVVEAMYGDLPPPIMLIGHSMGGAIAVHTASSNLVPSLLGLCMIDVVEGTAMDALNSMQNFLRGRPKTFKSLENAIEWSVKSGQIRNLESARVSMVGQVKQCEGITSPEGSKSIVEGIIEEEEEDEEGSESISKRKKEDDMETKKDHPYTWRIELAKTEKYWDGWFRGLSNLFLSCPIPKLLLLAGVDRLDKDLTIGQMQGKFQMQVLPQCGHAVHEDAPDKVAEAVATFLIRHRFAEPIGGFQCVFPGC
PAFAH2 FP inh: PAFAH2 (human) inhibition; recombinant PAFAH2, FP-rhodamine activity probe, fluorescence polarization; AID 492956; inhibition, % at 3.39 µM; Q99487; hit rate 0.99% among 340,000;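 active = inhibition above the mean over all tested compounds plus 3 SD, cut at about 30% in these data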;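 also: inhibitors block probe labeling of enzyme so polarization drops; 0% = enzyme with DMSO and 100% = wells lacking PAFAH2 protein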
LYPLA2 counter: blocks human lysophospholipase 2, a PME1 counter-screen | hit rate 0.38% among 320,000 | O95372 | recombinant LYPLA2, FP-Rh probe fluorescence polarization | inhibition, % at 5.9 µM;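 active = inhibition above the screen-wide mean plus 3 SD, limit set per campaign, cut at about 26% in these data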;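 also: 0% = LYPLA2 with DMSO and 100% = wells lacking LYPLA2 enzyme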
LYPLA1 counter: LYPLA1 (human) inhibition in PME1 counter-screen. O75608. recombinant LYPLA1, FP-Rh probe fluorescence polarization. inhibition, % at 5.9 µM. hit rate 0.16% among 320,000;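 active = inhibition above the mean of all tested compounds plus 3 SD, set per campaign, cut at about 14% in these data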;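 also: inhibitors block serine hydrolase probe labeling of LYPLA1 so polarization falls; 0% = enzyme with DMSO and 100% = wells lacking LYPLA1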
Target sequence (O75608 whole entry, looked up): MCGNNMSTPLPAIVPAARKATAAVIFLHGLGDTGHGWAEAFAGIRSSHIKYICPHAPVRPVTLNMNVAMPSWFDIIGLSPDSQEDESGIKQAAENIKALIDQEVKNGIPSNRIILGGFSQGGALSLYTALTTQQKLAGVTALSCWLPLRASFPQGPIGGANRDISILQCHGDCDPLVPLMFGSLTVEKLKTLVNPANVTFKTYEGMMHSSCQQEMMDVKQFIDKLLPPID
PAFAH1B3 inh: PAFAH1B3 (human) inhibition | recombinant PAFAH1B3, FP-rhodamine probe, fluorescence polarization | hit rate 0.28% among 340,000 | inhibition, % at 3.39 µM;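 active = inhibition above the screen-wide average of all tested compounds plus 3 SD, cut at about 25% in these data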;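 also: 0% = enzyme with DMSO only and 100% = wells lacking PAFAH1B3 protein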
Target sequence (Q15102 whole entry, looked up): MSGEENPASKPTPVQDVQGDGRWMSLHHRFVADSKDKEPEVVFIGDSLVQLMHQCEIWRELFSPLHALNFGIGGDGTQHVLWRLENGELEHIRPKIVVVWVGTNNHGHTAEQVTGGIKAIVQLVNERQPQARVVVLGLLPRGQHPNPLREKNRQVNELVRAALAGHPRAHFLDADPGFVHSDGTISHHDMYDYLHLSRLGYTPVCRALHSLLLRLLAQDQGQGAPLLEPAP
PAFAH1B2 inh: PAFAH1B2 (human) inhibition. P68402. inhibition, % at 3.39 µM. hit rate 1.2% among 340,000. recombinant PAFAH1B2, FP-rhodamine activity probe, fluorescence polarization;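 active = inhibition above the mean of all tested compounds plus 3 SD, cut at about 24% in these data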;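 also: 0% = enzyme with DMSO and 100% = wells lacking PAFAH1B2; many of its hits are not listed in these tables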
* = called active by the depositor; nt = no result given. These rows are one share of the data. The share of hits here may be higher or lower than overall.

SMILES	GSTO1 counter	PAD4 FP inh	pPAFAH inh	PME-1 primary	PAFAH2 FP inh	LYPLA2 counter	LYPLA1 counter	PAFAH1B3 inh	PAFAH1B2 inh
CC(=O)N[C@@H](Cc1c[nH]c2ccccc12)C(=O)OCC(=O)Nc1ccc(Cl)c(S(=O)(=O)N(C)C)c1	3	-2	-2	7	-3	-4	-5	3	1
COc1cccc(C(=O)Oc2ccc3ccc(O)cc3c2)c1	5	0	5	1	nt	6	2	nt	nt
CCCCn1c(N)c(N(CC)C(=O)CSc2nnc(-c3ccco3)n2CC)c(=O)[nH]c1=O	8	6	-1	0	2	9	3	5	-1
COc1ccc(C(=O)NCCSCc2ccccc2C)cc1	4	4	0	3	-2	-3	-3	3	6
Cc1cccc2[nH]c(CN(C)C(=O)C3CCC(=O)N(C4CC4)C3)nc12 (stereo not given)	5	-3	7	-4	-1	-1	-1	4	0
CN(C)S(=O)(=O)N1CCN(C(=O)c2cccs2)CC1	6	2	2	5	-1	2	0	5	0
O=C(COC(=O)CCc1c[nH]c2ccccc12)Nc1cc([N+](=O)[O-])ccc1Cl	4	-1	10	3	4	8	1	11	3
COc1ccc(Nc2nc(-c3ccccc3)nc3ccccc23)cc1S(=O)(=O)N1CCOCC1	-17	0	-15	-47	-39	-66	-46	-16	-14
CCn1c(CSc2nnc(-c3ccc4c(c3)OCO4)o2)nc2cc(S(=O)(=O)N(C)C)ccc21	27	3	-1	6	4	21	11	3	2
COc1ccc2c(c1)-c1nc(N)sc1CC2	6	-6	5	3	9	5	1	2	5
O=C(CSc1ccccc1)Nc1cc(Cl)ccc1Oc1ccccc1	-4	2	8	-4	-5	0	1	4	5
CC(=O)Nc1ccc(SCC(=O)OCC(=O)NC(=O)NCCC(C)C)cc1	2	0	4	3	5	2	-1	13	13
COc1cccc(Cn2cc(C(=O)NCCN(C)C)nn2)c1	-3	-3	1	3	5	4	1	5	-2
COc1cc(OC)nc(Oc2ccc(NC(C)=O)cc2)n1	0	-6	-3	-1	0	-3	-1	-3	3
Cc1nc(NC(=O)CCN2C(=O)C3CC=CCC3C2=O)sc1C (stereo not given)	-4	0	2	5	-11	7	2	7	-1
COc1cc2nc(CN(C)Cc3ccc(OC)c(OC)c3OC)[nH]c(=O)c2cc1OC	-4	-1	5	0	-2	-6	-1	10	3
Cc1nc2ccc([N+](=O)[O-])cc2c(=O)n1Cc1ccc([N+](=O)[O-])cc1	0	2	0	-10	5	-1	-2	5	1
CC(=O)N1CCN(C(=S)Nc2cc(S(=O)(=O)N3CCOCC3)ccc2Cl)CC1	9	0	0	-3	-1	6	2	11	4
COc1ccc(N(CC(=O)NC2CCCC2)C(=O)Cn2nnc(-c3ccc(OC)c(OC)c3)n2)c(OC)c1	4	-3	4	2	10	-3	-2	-5	2
Cc1ccc(NP(=O)(Nc2ccc(C)cc2)Nc2ccc(C)cc2)cc1	-1	-4	-2	-4	-2	4	-2	-1	4
CC(C)(C)NC[C@@H](O)COc1cccc2c1CCCC2=O	4	5	2	-3	1	5	0	9	-3
O=C(NCCc1ccccc1)C(=O)NCC1CCCN1S(=O)(=O)c1cccs1 (stereo not given)	6	-5	2	3	9	1	2	4	8
COc1ccc(-n2c(C)cc(/C=C3\SC(=O)NC3=O)c2C)cc1	5	-6	40*	-5	1	7	-4	1	0
COc1ccc(-c2noc(CCC(=O)NCCN(C)Cc3ccccc3)n2)cc1	1	-4	5	4	-2	4	2	4	4
COc1ccc(/C=N/Nc2nc(C(=O)O)cs2)cc1	11	-4	16	14	15	2	-2	15	7
CCCN(c1nc(C)cc(OC)n1)S(=O)(=O)c1ccccc1	7	-3	2	8	4	1	-3	0	4
COc1c2ccoc2c(OC(C)=O)c2oc(C)cc(=O)c12	4	-8	6	-5	-4	-4	-2	0	0
CC1=C(C)CC(C(=O)NCc2cccc(Cl)c2)C(C(=O)O)C1 (stereo not given)	5	-5	-4	-9	-10	-5	-6	0	1
COc1ccc(S(N)(=O)=O)cc1C(=O)OCC(=O)N1c2ccccc2NC(=O)C1(C)C	nt	2	4	nt	-2	nt	nt	-3	3
COC(=O)c1nn(Cc2ccccc2)c(=O)c2ccccc12	2	-4	4	2	10	3	0	-1	1
CCC/C=N/NC(=O)C1COc2ccccc2O1 (stereo not given)	8	-3	-3	2	-1	5	2	4	4
O=C(CN1C(=O)C2CCCCC2C1=O)Nc1ccccc1C(=O)O (stereo not given)	-6	-1	4	-5	-3	0	-2	8	5
COc1ccc(Cl)cc1Nc1nc(-c2sc(NC(=O)CC(C)C)nc2C)cs1	0	0	18	4	1	-14	-16	11	9
COCCNC(=O)COc1ccccc1Cl	0	0	1	-1	8	2	-2	9	0
CCOc1ccc(CSC(CC(=O)O)C(=O)O)cc1 (stereo not given)	12	2	5	4	4	9	6	4	0
O=C(NN=C1CCCCCCCCCCC1)c1ccncc1	5	0	6	-3	2	-5	-4	-4	0
COc1ccc(N2CCN(C(CNC(=O)C3CCCCC3)c3cccnc3)CC2)cc1 (stereo not given)	-5	4	5	-8	8	8	1	0	-2
Cc1ccc(N2CC(C(=O)Nc3nnc(SCC(N)=O)s3)CC2=O)cc1 (stereo not given)	2	-5	5	-4	5	11	1	3	0
COc1ccc(C2C(C(=O)c3ccco3)=C(O)C(=O)N2CCc2ccccc2)cc1OC (stereo not given)	-1	2	0	0	1	0	-2	-3	10
Cn1nc(C(=O)NCCN2CCOCC2)c2ccccc2c1=O	-3	-1	4	4	-1	6	1	-7	-6
CC(=O)Nc1ccc(C(=O)NC2CCCC2)cc1	5	0	2	0	-2	4	1	1	4
COc1ccc(S(=O)(=O)N2CCC(C(=O)c3ccc4c(c3)OCCO4)CC2)cc1	1	1	2	14	-2	-5	-2	7	6
O=C(CCn1cccn1)Nc1ccc2c(c1)OCO2	0	0	-1	8	7	6	-3	11	2
COC(=O)c1ccc(COc2ccc(NC(C)=O)cc2)o1	1	1	-3	-3	1	-1	-3	-3	2
COc1cccc(OCc2cc(C(=O)N(C)CCOc3ccc(C)cc3)no2)c1	4	-1	3	-14	-2	9	1	-2	1
c1coc(CNc2nc3sc4c(c3c3ncnn23)CCCC4)c1	-4	-4	1	8	4	-1	1	0	1
C=CCn1c(SC)nc2sc3c(c2c1=O)CCc1ccccc1-3	-5	-12	2	-6	3	-8	-5	-2	6
Cc1ccccc1-n1ncc2c1CC(C)(C)CC2NC(=O)C1CCC1 (stereo not given)	-5	1	4	-2	0	-8	-2	2	5
Cc1ccc(NC(=O)NCc2ccccn2)cc1	8	5	0	1	-3	3	0	3	2
Cn1c(SCC(=O)Nc2sccc2C#N)nnc1-c1ccccc1	9	-3	13	5	6	-9	-5	6	5
CC(=O)c1ccc(OC(=O)/C=C/c2ccccc2)cc1	9	1	7	-4	2	1	-2	5	5
COc1cccc(-n2c(SCC(=O)NC3CCS(=O)(=O)C3)nc3ccccc3c2=O)c1 (stereo not given)	nt	-3	2	-3	4	7	7	7	7
CC1CCC2C(=O)N(c3ccc(C(=O)Oc4cccc5cccnc45)cc3)C(=O)C2C1 (stereo not given)	-2	-6	6	-1	4	4	1	12	7
CCOc1c(Br)cc(CNc2ncn[nH]2)cc1OC	1	-3	-2	-5	4	-5	1	6	-2
COc1cc(C=O)ccc1OCC(=O)Nc1cccc(S(=O)(=O)N(C)c2ccccc2)c1	-10	3	-1	-4	-9	-9	-5	-2	0
CCc1ccc(N(CC)C(=O)c2cn(C)c(=O)c3ccccc23)cc1	-1	-1	2	5	4	-2	-4	6	15
CCCn1c(SC(C)C(=O)NCC2CCCO2)nc2sc(CC)cc2c1=O (stereo not given)	0	-4	-2	4	-3	0	1	4	-4
COc1ccc(C(=O)Cn2c(C(=O)/C=C/c3ccccc3)nc3ccccc32)cc1	5	-1	0	-5	-10	-3	-4	1	-3
COC(=O)c1c(C)[nH]c(C(=O)OC(C)C(=O)N2CCOCC2)c1C (stereo not given)	4	1	1	-4	3	2	-1	10	1
O=C(NCC1CCCO1)c1nn2c(C(F)(F)F)cc(-c3ccco3)nc2c1Cl (stereo not given)	4	2	1	1	1	-7	-6	10	0

(cont.)
SMILES	GSTO1 counter	PAD4 FP inh	pPAFAH inh	PME-1 primary	PAFAH2 FP inh	LYPLA2 counter	LYPLA1 counter	PAFAH1B3 inh	PAFAH1B2 inh
N#C/C(=C\c1c(Oc2ccccc2Cl)nc2ccccn2c1=O)C(=O)NC1CCS(=O)(=O)C1 (stereo not given)	-1	-4	0	-4	-2	3	2	-1	2
O=C(CC1=NC2(CCCC2)Cc2ccccc21)N1CCOCC1	1	5	7	-1	-4	3	1	4	15
CCOc1ccc(-n2cc(-c3ccccc3)c3c(SC(C)C(=O)OC)ncnc32)cc1 (stereo not given)	2	-3	30*	-3	-3	6	2	-1	-1
CCOc1ccccc1N(CC(=O)NC1CCCCC1)C(=O)CCC(=O)Nc1nccs1	-2	0	11	-1	-2	3	2	3	2
Cc1ccc(Oc2cc(-n3nc(C)cc3C)ncn2)cc1	4	-1	7	-5	-5	4	-1	4	6
O=C(Cc1ccccc1)Nc1ccc2c(c1)CCC2	1	2	3	1	3	0	-1	18	0
Cc1ccc(NC(=O)c2cnc(N3CCN(c4ccccn4)CC3)c3ccccc23)c(Br)c1	-2	-4	6	-4	-1	-7	-2	0	-4
Cc1nc(Sc2nnnn2C)c2c3c(sc2n1)CCC3	-18	5	7	1	12	3	-2	-3	4
Cc1ccc(C)c(COc2coc(CN3CCN(C(=O)c4ccco4)CC3)cc2=O)c1	4	-5	1	0	-1	-2	4	20	4
NC(Cc1c[nH]c2ccc(OCc3ccccc3)cc12)C(=O)O (stereo not given)	-1	-1	26*	7	-1	7	-2	9	13
CCN(C(=O)CCc1nnc2ccc(NCc3ccco3)nn12)c1ccccc1	-4	5	3	-8	4	-5	-4	7	11
COc1ccc(C(=O)c2ccc(OC)cc2O)c(O)c1	2	4	-4	0	1	4	-2	0	4
COc1ccc(CCNC(=O)CCNC(=O)c2ccc(Br)cc2)cc1OC	-4	-4	1	-3	-2	3	1	10	3
O=S(=O)(Nc1nc2ccccc2nc1NCCN1CCOCC1)c1cccc(Cl)c1	18	2	7	4	3	-1	0	-6	7
CC(C)CNC(=O)COc1cccc(C(=O)NCc2ccccc2)c1	0	6	-1	-7	-10	4	-4	-3	-2
COc1ccc(N2CCN(C(=O)c3ccc(COc4ccc5c(C)cc(=O)oc5c4)cc3)CC2)cc1	0	-4	-4	1	-5	63*	4	-5	1
Cc1ccccc1NC(=S)NC(=O)CCc1ccccc1	-1	-3	4	6	-3	2	0	2	6
CCCN(CCC)Cc1c(C(=O)N/N=C/c2ccc(Br)cc2)nnn1-c1nonc1N	-5	3	0	-35	-19	-47	-25	0	-3
Nc1c(C(=O)NCc2ccco2)nnn1-c1ccccc1	-1	-4	4	-7	-2	5	1	3	1
CCOC(=O)CSc1[nH]c2cc(OC)ccc2c1[N+](=O)[O-]	-3	-1	2	5	-2	1	2	-4	1
CC1(C)C(=O)Nc2ccccc2N1C(=O)COC(=O)C1CCCCC1	1	-2	4	8	3	-1	1	5	6
